Screening results deposited in PubChem by several laboratories.
PfHsp40 yeast: compounds rescuing yeast from Plasmodium falciparum HSP40 toxicity; AID 504582; 340,000 tested, 0.68% active; S. cerevisiae expressing PfHsp40, growth rescue, ATP luminescence; growth rescue, % at 12.5 µM; in the data active = growth rescue above about 28%, passing the limit was not always enough; inconclusive = no clear call, values can overlap the other calls;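 also: yeast W303a lacking pdr1 and pdr3 grown in galactose medium; growth measured after three days at 30 °C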
PrPC surface inh: inhibitors of human cell surface prion protein PrPC; P04156; TR-FRET read-out; inhibition, % at 13.8 µM; 370,000 tested, 0.43% active; AID 720596; in the data active = inhibition above about 24%; also: 0% = median of the test wells and 100% = reference compound wells
Anthrax LF inh2: inhibitors of Bacillus anthracis lethal factor protease. P15917. multiplex microsphere protease cleavage assay, LF. inhibition, % at 10 µM. 360,000 tested, 0.12% active. AID 588501; also: plate controls were buffer without enzyme for full effect and enzyme alone for no effect
BoNT-A LC inh2: blocks Botulinum neurotoxin A light chain protease. multiplex microsphere protease substrate cleavage, flow cytometry. 360,000 tested, 0.17% active. AID 588499. inhibition, % at 10 µM; also: plate controls were buffer without enzyme for full effect and enzyme alone for no effect
FadD28 binding: inhibitors of Mycobacterium tuberculosis FadD28 bisubstrate binding; FadD28 bisubstrate probe binding, fluorescence polarization; inhibition, % at 12.5 µM; 360,000 tested, 0.22% active; in the data active = inhibition above about 8.5%, passing the limit was not always enough; inconclusive = no clear call, values can overlap the other calls
BoNT F protease: inhibitors of Botulinum neurotoxin F light chain protease; Multiplex microsphere protease cleavage assay, flow cytometry; inhibition, % at 10 µM; 360,000 tested, 0.22% active; AID 588497; in the data active = inhibition above about 35%, passing the limit was not always enough; inconclusive = no clear call, values can overlap the other calls; also: plate controls were buffer without enzyme for full effect and enzyme alone for no effect
TcdB inh: inhibitors of Clostridioides difficile toxin B glycohydrolase | P18177 | TcdB glycohydrolase enzymatic assay, plate reader | inhibition, % at 9.99 µM | 350,000 tested, 0.24% active; in the data active = inhibition above about 10%
Yp Topo-I inh: inhibitors of Yersinia pestis topoisomerase I; Y. pestis Topo-I cleavage product accumulation, plate reader; activity, % at 10 µM; 360,000 tested, 0.064% active; AID 504884; in the data active = activity above about 50%, passing the limit was not always enough; inconclusive = no clear call, values can overlap the other calls; also: inactives centre near 2
CCHFV vOTU inh: CCHFV vOTU protease inhibition; Pep-AMC fluorescence; inhibition, % at 11.5 µM; 370,000 tested, 0.55% active; AID 651958; in the data active = inhibition above about 30%; also: 0% = vehicle wells with enzyme and 100% = no enzyme wells
Starred values were filed as active, the others as inactive; ? = inconclusive; · = no result given; & = joins results of further samples. Rule as the data show it, unless noted: active = inhibition above about 30%; inconclusive = no clear call, values can overlap the other calls; inactive = below that.

SMILES	PfHsp40 yeast	PrPC surface inh	Anthrax LF inh2	BoNT-A LC inh2	FadD28 binding	BoNT F protease	TcdB inh	Yp Topo-I inh	CCHFV vOTU inh
COC(=O)NC1(C(F)(F)F)C(=O)Nc2c1c(=O)n(C)c(=O)n2C (configuration not stated)	-1.3	-3	-4	0.1	-1.4	0	·	-10	-12
CC12CCC(=O)N1C(C(=O)N1CCN(S(=O)(=O)c3cccc(C(F)(F)F)c3)CC1)CS2 (configuration not stated)	0.1	2	0	-7.5	0.6	-16	1.5	4	-7
COc1ccc(N(C(=O)c2ccco2)C(C(=O)NC2CCCC2)c2cccs2)c(OC)c1 (configuration not stated)	0.0	-10	-7	-1.3	0.2	13	1.3	10	0
Cc1nn(-c2ccc(Cl)cc2)c(Cl)c1/C=C(\C#N)C(N)=O	-0.5	0	0	1.1	-3.9	0	1.1	-1	0
O=C(N/N=C\c1cn(-c2ccccc2)nc1-c1ccccc1)c1ccc2c(c1)OCO2	-0.4	1	-1	-0.1	-3.5	3	·	-5	1
Oc1ccccc1C=NCCCCCCN=Cc1ccccc1O	0.0	4	-10	-0.1	-2.6	-2	1.7	1	6
CC(=O)N1CCN(CC(=O)Nc2c(Cl)cc(Cl)cc2Cl)CC1	-2.1	-5	-3	0.6	-3.3	10	1.9	-5	0
O=C(O)c1ccc(-n2cccc2)cc1O	0.7	-1	-19	?	-0.5	30	·	1	-5
S=C(c1ccccc1)N1CCCc2ccccc21	0.8	-4	-8	-0.8	-0.7	2	·	-8	9
C/C(CC(=O)NCc1ccco1)=N\NC(=O)Cc1ccccc1	-1.0	6	0	0.3	0.1	0	·	-8	7
COc1cc(C(=O)NCc2ccc(S(N)(=O)=O)cc2)ccc1OCC(=O)N1CCOCC1	-0.5	-2	2	1.4	·	2	2.6	-8	0
CC1=C(/C=C/C(C)=C/C=C/C(C)=C/C(=O)O)C(C)(C)CCC1	1.4	1	4	0.4	0.6	5	0.3	-8	-6
O=C(NCC1CCOCC1)c1ccc(OC2CCN(Cc3ccccn3)CC2)cc1	-0.5	-5	0	0.2	-3.8	-2	0.2	-6	4
O=C(COC(=O)c1cc(Cl)ccc1Cl)Nc1ccc2[nH]c(=O)[nH]c2c1	-1.9	5	4	-7.5	-0.7	21	2.4	1	4
CC(=O)N1c2ccc(S(=O)(=O)N(C)CC(=O)NCc3ccc(C)cc3)cc2CC1C (configuration not stated)	0.0	6	1	-0.1	-1.8	-1	0.0	-6	-5
CC(Oc1ccccc1)C(=O)Nc1ccc(S(=O)(=O)N2CCN(C)CC2)cc1 (configuration not stated)	-0.8	7	4	5.5	-1.2	4	2.0	0	-9
N#Cc1ccc(C(=O)OCC(=O)N2CCN(C(=O)c3ccco3)CC2)cc1	-1.5	-1	-6	0.4	-4.1	4	1.2	11	6
COc1ccc(NC(C)=O)cc1S(=O)(=O)Nc1ccc(C(=O)N2CCCC2)cc1	-1.0	-3	-6	0.2	-0.9	3	0.6	8	-11
COc1ccc(C(=O)Nc2ccc(Cl)cn2)cc1S(=O)(=O)N1CCCC1	2.0	-7	-1	1.6	-0.6	0	0.9	7	-1
Cc1ccc(NC2CC(C)NC(=S)N2)cc1 (configuration not stated)	-0.1	5	8	?	-1.5	?	0.2	1	-6
COc1ccc(CCNC(=O)COC(=O)C2CC2C)cc1OC (configuration not stated)	-0.9	-3	-4	-2.4	-5.1	0	1.1	-2	-2
COCCCn1c(C)nnc1SCC(=O)Nc1ccc(C(C)=O)cc1	-1.8	-1	3	-2.7	-2.9	?	-0.3	-2	-6
CCOC(=O)c1c(C)[nH]c(NC(=O)N2CCOCC2)c1C	-0.3	6	-1	1.0	-0.3	9	·	6	6
Cc1ccnc(NC(=O)c2ccc3c(c2)C(=O)N(CC(C)C)C3=O)c1	2.3	3	-1	-1.2	-0.4	-8	-0.6	-1	-6
COc1cccc(/C=C2\Oc3cc(OC(=O)N4CCOCC4)ccc3C2=O)c1	-1.7	-7	·	·	-1.4	·	0.5	13	-9
Cc1ncc(CO)c2cc(S(=O)(=O)c3ccc(F)cc3)c(=O)oc12	0.5	0	-2	0.5	-0.4	-4	0.8	-1	-6
CN1C(=O)NC(c2cccc([N+](=O)[O-])c2)C2=C1CCCC2=O (configuration not stated)	-1.2	-10	-8	-0.2	-1.6	31	1.3	-5	3
Cc1ccc(NC(=O)Cc2cccs2)cc1Cl	2.8	-6	6	0.5	-1.5	5	1.6	1	6
N#Cc1ccc(CN2CCN(C(=O)C3CC(=O)N(c4ccccc4F)C3)CC2)cc1 (configuration not stated)	1.3	1	-1	-0.4	-1.4	-11	1.1	2	-9
CC1(C)CNC(=O)c2sc(N3CCCCC3)nc2C1	-1.7	0	-6	0.5	0.1	8	·	8	-1
CCOC(=O)c1[nH]c(C)c(C(=O)OCC(=O)N(Cc2ccccc2)C(C)C)c1C	-0.1	2	-4	-0.6	-0.8	-8	2.2	18	7
Cc1ccc(S(=O)(=O)c2cn(C)c3cc(N4CCOCC4)c(F)cc3c2=O)cc1	-0.5	-2	0	-0.8	-3.6	-2	1.1	11	2
NS(=O)(=O)c1ccc(CNC(=O)c2ccncc2)cc1	-0.9	4	-1	-1.6	-0.1	-8	0.4	12	-3
CCc1ccc(N2C(=O)NC(=O)/C(=C/c3cccn3CCOc3ccc(C(C)CC)cc3)C2=O)cc1 (configuration not stated)	-1.2	3	1	0.9	-3.5	0	-0.2	6	4
Cc1ccc(C(C(=O)NCC2CCCO2)N(C(=O)c2snc(C(N)=O)c2N)c2ccc(C(C)C)cc2)o1 (configuration not stated)	0.3	1	-6	-0.4	-0.9	4	0.1	16	7
CCOc1cccc2sc(NC(=O)CC)nc12	0.5	7	-4	0.2	0.3	-3	1.6	8	0
CCOc1ccc(NS(=O)(=O)c2ccc(C(=O)N(C)CC(=O)Nc3ccccc3Br)cc2)cc1	0.9	-3	1	-0.7	-0.4	-2	-2.2	14	-3
COc1cc(C(C)=O)ccc1OCC(O)CN1CCN(c2ccc(C)cc2C)CC1 (configuration not stated)	0.7	-3	-6	1.2	-1.4	18	-1.0	36	-16
O=c1[nH]c2ccccc2n1C1=CCCC1	-0.3	0	-6	0.2	0.7	-21	·	6	8
Cc1cc(C)cc(C(=O)NC(=S)Nc2ccc(-c3cc4ccccc4oc3=O)cc2)c1	-0.4	-5	0	0.5	-0.8	1	·	0	-5
NS(=O)(=O)c1ccc(CCNCc2ccccc2OCc2ccc(Cl)cc2)cc1	-1.2	-9	5	1.8	-4.7	-30	0.9	17	11
Cc1c(C(=O)N2CCCCC2C)sc2ncnc(N3CCc4ccccc4C3)c12 (configuration not stated)	5.8	2	0	1.0	-2.3	1	-0.1	23	6
CCc1c(C)sc(NC(=O)c2cc(C)no2)c1C#N	-0.7	-4	-12	-2.3	-2.4	-16	1.1	3	5
COc1ccc(C2CC(c3ccco3)n3ncnc3N2)cc1 (configuration not stated)	-0.7	1	0	-0.3	-2.7	-3	-0.4	5	-5
C/C(=N/O)c1c(O)c(C)c(-c2ccccc2)n(-c2ccccc2)c1=O	-0.2	5	2	-1.1	-1.3	-9	·	6	-8
Cc1cc(C)n2nc(SCCC(=O)NCCc3ccccc3)nc2n1	0.7	2	-1	3.1	-2.5	0	·	11	-5
N#Cc1cc2c(nc1SCC(=O)Nc1sc3c(c1C#N)CCC3)CCCCC2	0.4	7	-5	-0.2	-3.4	-3	·	-3	-11
COc1ccc(NC(=O)COC(=O)COc2cccc(Br)c2)cc1OC	0.1	7	2	0.3	-4.7	2	-0.1	6	10
CCS(=O)(=O)c1ccc(O)c(NC(=O)c2cc(OC)c(OC)c(OC)c2)c1	-1.1	-2	2	0.6	-3.6	1	·	-1	-6
CC(C)OC(=O)Nc1ccc2c(c1)N(C(=O)N1CCN(C)CC1)c1ccccc1CC2	-1.3	-3	-7	-5.4	-2.1	?	0.8	5	-2
CCCCCCn1c(NCC)nc2c1c(=O)[nH]c(=O)n2C	4.0	8	-8	-0.4	-3.6	-6	·	0	-9
COc1cccc(NC(=O)COc2cc(C)cc3oc(=O)cc(C)c23)c1	-1.3	-5	-2	0.8	-0.8	0	-0.3	1	15
CCOC(=O)c1nnn(-c2nonc2N)c1CN1CCCCCC1	0.1	7	-2	1.3	-0.2	4	·	14	8
CCc1cc(-c2n[nH]c(C)c2-c2nc(C)cs2)c(O)cc1OC	·	3	-2	-0.3	-1.2	-8	12*	24	1
CN(C)/C=C(\C#N)C(=O)N/N=C/c1ccccc1	-0.3	-2	1	0.3	0.0	-4	1.4	-16	4
COc1ccc(S(=O)(=O)N(CCC#N)Cc2ccco2)cc1OC	-0.1	6	-6	0.3	-2.3	2	0.1	5	2
CCc1ccc(-c2cc3c(=O)n(CC(=O)N4CCCC4)nc(C)n3n2)cc1	-0.4	4	0	-0.6	0.1	-8	1.9	7	8
COc1ccc(OCC(=O)OCCN2C(=O)c3ccccc3C2=O)cc1	-0.4	3	-1	4.4	-1.0	7	·	-6	-10
CCC(=O)Nc1ccc(C(=O)CN2C(=O)NC3(CCCCCC3)C2=O)cc1	-0.3	-4	0	-1.0	-0.6	-1	-0.9	-13	-2
CC(=O)Oc1ccc(-c2cccc(C(=O)NCC(=O)O)c2)cc1	-0.6	1	-1	-1.9	-0.6	-2	·	16	-5

(cont.)
SMILES	PfHsp40 yeast	PrPC surface inh	Anthrax LF inh2	BoNT-A LC inh2	FadD28 binding	BoNT F protease	TcdB inh	Yp Topo-I inh	CCHFV vOTU inh
O=C(N/N=C\c1cccc([N+](=O)[O-])c1O)C1COc2ccccc2O1 (configuration not stated)	42*	-6	-3	-2.0	-0.9	-12	·	1	-7
CC(/C=N/NC(=O)CSc1n[nH]c(=O)[nH]c1=O)=C\c1ccccc1	1.2	-2	-3	0.2	0.4	0	-0.4	6	3
CC(C(=O)Nc1ccc(Cl)cc1Cl)N1CC=C(c2ccccc2)CC1 (configuration not stated)	0.9	6	0	0.7	-2.9	-2	-0.9	27	-4
O=C(NNc1cc(Cl)cc(Cl)c1)C1CCC1	-0.3	7	-2	-0.1	-1.6	-1	0.1	0	4
COc1ccc(S[C@@H](CCN2CC[C@H](O)CCC2=O)c2ccccc2)cc1	0.1	-2	4	-0.1	-4.4	-1	0.5	18	-2
COC(=O)[C@H]1C[C@H](OC(=O)NC2CCCC2)[C@@]2(O)CN(S(=O)(=O)c3ccc(C)cc3)CC2[C@H]1C(=O)OC (some centres not stated)	·	-16	4	-0.3	-0.1	-2	1.1	4	1
O=S(=O)(NCc1ccccc1Br)c1ccccc1Br	2.0	-12	0	-0.5	-0.6	-6	1.7	4	-5
O=C(C1=C[C@H](c2csc3ccccc23)C[C@H](OCc2ccc(CO)cc2)O1)N1CCOCC1	0.4	-9	-4	0.1	-2.6	-2	-1.8&0.1	28	-4
COc1cc(CN2CCN(C(=O)CC(C)C)CC2)cc(OC)c1OC	10	-3	-6	-0.5	-1.3	1	·	-6	-2
COc1ccc(C2(CNC(=O)c3ccc(OCC(C)C)cc3)CCOCC2)cc1	0.5	-5	0	-0.3	0.2	0	·	7	21
CCN1CCN(Cc2cc(=O)oc3cc(C)cc(C)c23)CC1	-0.5	-3	0	-0.6	0.7	6	·	0	-7
CCCCOc1ccc(OC(=O)c2cccnc2)cc1	1.2	2	0	-0.6	-3.6	1	·	10	7

Of the compounds above, these have fluorine.
SMILES	PfHsp40 yeast	PrPC surface inh	Anthrax LF inh2	BoNT-A LC inh2	FadD28 binding	BoNT F protease	TcdB inh	Yp Topo-I inh	CCHFV vOTU inh
COC(=O)NC1(C(F)(F)F)C(=O)Nc2c1c(=O)n(C)c(=O)n2C (configuration not stated)	-1.3	-3	-4	0.1	-1.4	0	·	-10	-12
CC12CCC(=O)N1C(C(=O)N1CCN(S(=O)(=O)c3cccc(C(F)(F)F)c3)CC1)CS2 (configuration not stated)	0.1	2	0	-7.5	0.6	-16	1.5	4	-7
Cc1ncc(CO)c2cc(S(=O)(=O)c3ccc(F)cc3)c(=O)oc12	0.5	0	-2	0.5	-0.4	-4	0.8	-1	-6
N#Cc1ccc(CN2CCN(C(=O)C3CC(=O)N(c4ccccc4F)C3)CC2)cc1 (configuration not stated)	1.3	1	-1	-0.4	-1.4	-11	1.1	2	-9
Cc1ccc(S(=O)(=O)c2cn(C)c3cc(N4CCOCC4)c(F)cc3c2=O)cc1	-0.5	-2	0	-0.8	-3.6	-2	1.1	11	2
